MITF inh – blocks human microphthalmia-associated transcription factor | O75030 | AlphaScreen MITF homodimerization, bead proximity signal | inhibition, % at 2.6 µM | 650,000 tested, 0.91% active; in the data active means inhibition above about 50%;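 further: 0% = vehicle wells with protein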
FBW7 activator – activators of human E3 ligase FBW7. Q969H0. AID 1259310. normalized activity (activation), % at 26.1 µM. AlphaScreen FBW7–phospho-cyclin E peptide binding, activator screen. 650,000 tested, 0.13% active; in the data active means normalized activity above about 1.9%;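 further: purified mutant Fbw7 with reduced substrate affinity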
Target sequence (Q969H0 whole entry, looked up): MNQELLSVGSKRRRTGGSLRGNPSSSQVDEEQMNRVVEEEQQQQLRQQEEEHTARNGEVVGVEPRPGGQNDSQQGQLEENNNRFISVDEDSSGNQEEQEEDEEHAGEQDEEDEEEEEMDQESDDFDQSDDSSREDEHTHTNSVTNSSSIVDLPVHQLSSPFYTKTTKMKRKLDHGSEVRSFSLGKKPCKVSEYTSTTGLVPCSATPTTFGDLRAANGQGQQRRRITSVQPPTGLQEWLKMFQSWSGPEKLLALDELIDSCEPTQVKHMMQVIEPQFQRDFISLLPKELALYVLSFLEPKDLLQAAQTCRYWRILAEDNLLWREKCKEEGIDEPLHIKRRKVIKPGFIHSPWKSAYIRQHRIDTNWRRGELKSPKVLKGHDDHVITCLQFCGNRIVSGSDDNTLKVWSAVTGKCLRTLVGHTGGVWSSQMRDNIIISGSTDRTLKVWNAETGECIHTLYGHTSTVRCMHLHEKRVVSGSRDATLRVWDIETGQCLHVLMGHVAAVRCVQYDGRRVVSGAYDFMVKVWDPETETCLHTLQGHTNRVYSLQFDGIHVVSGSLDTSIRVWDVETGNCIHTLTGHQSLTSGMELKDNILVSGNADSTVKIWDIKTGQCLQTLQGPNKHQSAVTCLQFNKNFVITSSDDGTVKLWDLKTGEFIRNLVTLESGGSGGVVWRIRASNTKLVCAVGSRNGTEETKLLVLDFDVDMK
TEAD-YAP block – TEAD-YAP interaction inhibition. HEK-TIYL cells, TEAD-Gal4/YAP UAS-luciferase luminescence. inhibition, % at 9.12 µM. 640,000 tested, 1.4% active; in the data active means inhibition above about 32%;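 further: 0% = median of test compound wells and 100% = reference inhibitor wells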
GPR151 activ – activators of human GPR151; AID 1508602; 650,000 tested, 1% active; Q8TDV0; activation, % at 11.2 µM; PathHunter beta-arrestin GPR151 cells, luminescence; in the data active means activation above about 4.9%;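 further: 0% = median of compound wells and 100% = cells with positive control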
Target sequence (Q8TDV0 whole entry, looked up): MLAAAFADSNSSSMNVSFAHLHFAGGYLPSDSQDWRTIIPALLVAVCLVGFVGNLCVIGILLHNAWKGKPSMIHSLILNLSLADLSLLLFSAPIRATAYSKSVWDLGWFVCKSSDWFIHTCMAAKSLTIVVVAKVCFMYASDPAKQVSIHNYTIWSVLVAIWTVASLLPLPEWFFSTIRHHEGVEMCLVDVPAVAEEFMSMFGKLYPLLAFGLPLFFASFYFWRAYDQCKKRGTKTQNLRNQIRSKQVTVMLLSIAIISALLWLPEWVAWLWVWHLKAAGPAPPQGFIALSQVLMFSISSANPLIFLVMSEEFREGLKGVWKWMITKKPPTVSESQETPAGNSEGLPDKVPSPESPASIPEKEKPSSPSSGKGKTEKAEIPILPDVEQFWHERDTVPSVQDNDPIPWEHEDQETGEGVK
Active calls of the source: *; & = joins results of further samples.

SMILES	MITF inh	FBW7 activator	TEAD-YAP block	GPR151 activ
CCC(Cc1ccccc1)n1c(SCC(=O)C(C)(C)C)nc2ccccc2c1=O (stereo not drawn)	-5	-0.1	-17	-1.2
CN1CCN(C(=S)Nc2ccc(Br)cc2)CC1	6	-0.1	1	-0.1
CN(C)c1ccc(-c2nnc(SCC3CCCO3)n2C)cc1 (stereo not drawn)	9	0.4	-1	4.1
CCOc1cc(/C=C2/NC(=S)NC2=O)cc(Cl)c1OCC	1	0.2	0	0.7
Cc1cn[nH]c1C1CCCN(S(=O)(=O)c2cccc(Cl)c2)C1 (stereo not drawn)	1	-0.2	3	-0.1
COc1ccc(-n2cc[nH]c2=S)cc1	2	0.4	2	-1.1
CCOC(=O)C1=C(c2ccccc2)N=c2s/c(=C\c3cc4c(cc3Br)OCO4)c(=O)n2C1c1c(OC)ccc2ccccc12 (stereo not drawn)	38	0.2	-3	-0.9
Cc1ccc(-c2c(F)c(F)c(F)c(F)c2C(=O)O)cc1	14	0.0	0	0.9
CS(=O)(=O)N1CCC(C(=O)NC2CC2)CC1	5	-0.2	5	-0.1
CC1CCN(Cc2c(O)ccc3occ(C(=O)c4ccccc4)c23)CC1	16	0.3	13	-0.8
CC(=O)N(/N=C1\Oc2ccc3c(C)cc(=O)oc3c2C1=O)c1ccc(Br)cc1	12	-0.2	-10	1.0
O=C(CCSCc1ccccc1F)NC1CCCC1	7	0.1	6	-2.0
CN(C1=NC(=O)/C(=C2/C(=O)N(C)c3ccccc32)S1)c1ccc(Cl)cc1	18	0.0	-3	-0.3
COc1ccccc1-n1c(=O)[nH]c2c(C(N)=O)nc(-c3cccc(C)c3)nc21	-10	0.1	-10	-0.1
CCOC(=O)C(C)Oc1ccc2c(-c3ccc(OC)cc3)cc(=O)oc2c1 (stereo not drawn)	-5	-0.1	-11	1.1
O=C1c2ccccc2NC(c2ccc(F)cc2)N1c1ccc(Cl)cc1 (stereo not drawn)	15	0.3	-67	-0.4
CCC(CC)C(=O)Nc1cc(OC)c(NC(=O)c2ccccc2)cc1OC	12	1.0	-7	0.0
N#Cc1c(C(F)(F)F)cc(-c2ccccc2)nc1SCc1ccc(Br)cc1	-9	0.1	2	3.3
COc1ccc(C(=O)/C=C/NCC(=O)c2ccccc2)cc1OC	-2	0.0	-4	0.0
CCOC(=O)c1ccc(N2C(=O)CC(NC34CC5CC(CC(C5)C3)C4)C2=O)cc1 (stereo not drawn)	3	-0.2	-10	0.0

Exported field by field: part of the list above.
> COc1ccc(C(=O)/C=C/NCC(=O)c2ccccc2)cc1OC
  MITF inh: -2	FBW7 activator: 0.0	TEAD-YAP block: -4	GPR151 activ: 0.0

> CN(C1=NC(=O)/C(=C2/C(=O)N(C)c3ccccc32)S1)c1ccc(Cl)cc1
  MITF inh: 18	FBW7 activator: 0.0	TEAD-YAP block: -3	GPR151 activ: -0.3

Further compounds
SMILES	MITF inh	FBW7 activator	TEAD-YAP block	GPR151 activ
CCOC(=O)/C=C/C(=O)OCC(=O)c1ccc([N+](=O)[O-])cc1	30	0.3	-4	-0.9
COc1ccc(S(=O)(=O)Oc2ccc(Cl)c3cccnc23)cc1OC	-9	-0.1	-4	2.3
CC(C)CCNC(=O)CSc1nc2ccsc2c(=O)n1Cc1ccccc1Cl	20	1.0	-6	0.1
Nn1cnn2c(SCC(=O)c3cccs3)nnc12	-8	-0.3	-15	-0.7
Cc1cc(C)cc(OCC(=O)Nn2cnnc2)c1	-1	-0.1	0	1.3
O=C(/C=C/c1ccco1)Nc1ccc(-c2nc3ccccc3o2)cc1	-4	0.1	-17	2.2
C/C(=N/NC(=O)c1nnn(-c2nonc2N)c1C)c1ccccc1	-9	0.5	-13	-0.4
O=S(=O)(CCc1ccccc1)c1ccccc1	-4&0	-0.2&0.1	3	3.5&-0.8
CC1=C(C(=O)OC2CCCCC2)C(c2ccc(Cl)c(Cl)c2)C2=C(CC(c3ccc(Cl)cc3)CC2=O)N1 (stereo not drawn)	-7	0.1	10	2.0
Cc1ccc(NC(=O)CCCOc2ccc(Cl)cc2Cl)c(Br)c1	-2	0.0	1	-0.3
O=C(Nc1ccc([N+](=O)[O-])cc1)C(=O)/C(C(=NCc1ccccc1)c1ccccc1)=C(/O)c1ccccc1	-21	0.0	8	2.0
Cc1ccc(-c2nc(-c3c[nH]c4ccccc34)[nH]c2-c2ccc(C)cc2)cc1	19	0.2	2	-1.2
Cc1ccsc1CN(C(=O)c1ccccc1Br)C1CCS(=O)(=O)C1 (stereo not drawn)	6	-0.1	-6	3.1
COC(=O)c1ccc(NC(=O)CCOc2ccccc2)cc1	8	0.4	-3	0.7
CCc1ccc(C2C(C#N)=C(N)N(c3ccc(Cl)cc3)C3=C2C(=O)CCC3)s1 (stereo not drawn)	-3	0.1	-4	0.5
C=CCC(NC1CCCCC1)c1ccco1 (stereo not drawn)	-10	0.0	5	0.9
CC1=C(C(=O)Nc2ccccc2)C(c2ccco2)C(C#N)=C(SCc2ccc(Cl)cc2)N1 (stereo not drawn)	-4	0.3	8	0.4
Cc1cccc(NC(=O)CC(NC(C)C)C(=O)O)c1 (stereo not drawn)	7	0.2	3	-1.7
O=C(CN1CCN(Cc2ccccc2Cl)CC1)N/N=C\c1cccc(O)c1	1	-0.1	3	-0.5
N#CC1(NC(=O)COc2ccc(F)cc2Cl)CCCCC1	17	0.0	-4	0.0
O=C1N[C@@H](Cc2ccccc2)C(=O)N2CCN(Cc3cccc4cccnc34)C[C@H]12	9	0.8	2	-0.8
Cc1ccc(C)c(NC(=O)C(=O)NCc2ccccc2)c1	6	0.2	-3	1.1
O=C(Cn1c(=O)n(Cc2ccccc2Cl)c(=O)c2cccnc21)Nc1ccc(F)cc1	6	-0.1	-4	4.3
c1coc(CN2CN=C(Nc3nc4ccccc4s3)NC2)c1	0	-0.2	-9	-0.7
Cc1ccc(C)c(Cn2c(NCCNC(=O)C(C)(C)C)nc3c2c(=O)n(C)c(=O)n3C)c1	18	0.1	7	-0.9
CCOC(=O)C1(CCc2ccccc2)CCN(Cc2cnn(C)c2C)CC1	-6	0.2	-6	-0.1
C=C(C)CN1C(=O)NC(CC)(C2CCN(C(=O)c3cccc(F)c3)CC2)C1=O (stereo not drawn)	-19	0.1	6	-0.3
Cc1ccc(C(=O)Nc2nccs2)cc1	18	0.3	12	-6.9
CCOC(=O)CN1C(=O)/C(=C2\SC(=O)NC2=O)c2ccccc21	24	0.2	-6	1.3
CC(NS(=O)(=O)c1ccccc1[N+](=O)[O-])C1CC2CCC1C2 (stereo not drawn)	11	-0.1	11	0.7
COc1cc(NC(=O)COC(=O)c2nc3nc(C)cc(C)n3n2)c(C)cc1[N+](=O)[O-]	-7	0.1	16	0.5
CN1CCN(C(c2ccccc2F)c2nnnn2Cc2ccco2)CC1 (stereo not drawn)	-1	-0.2	-7	1.2
Cc1cccc(NC2=NC(=S)N(c3ccc(Cl)cc3)C23CCCCC3)c1	-5	0.0	-4	0.4
Cc1ccc(N=Cc2cc([N+](=O)[O-])ccc2O)cc1	7	0.3	0	0.3
CC1(C)NOC(c2ccccc2)=C1[N+](=O)[O-]	2	-0.2	11	0.6
C=CCN1CCN(C(c2ccc(Cl)cc2)c2nnnn2CC2CCCO2)CC1 (stereo not drawn)	10	0.0	3	1.8
Cc1ccccc1Nc1nc(N)nc(CN(C)Cc2cccc(Cl)c2)n1	4	-1.3	-9	0.6
O=C(CCCCn1c(=O)[nH]c2ccsc2c1=O)NC1CCCCCC1	-3	-0.1	1	-0.1
CN1C(=O)C(C)(C)c2cc(S(=O)(=O)N3CCc4ccccc43)ccc21	9	-0.3	-10	-0.7
CC1CCCCC12NC(=O)N(Cc1nc3ccccc3s1)C2=O (stereo not drawn)	9	0.1	-9	-1.2
CCOc1cc(NC(=O)C2CCCO2)c(OCC)cc1NC(C)=O (stereo not drawn)	20	0.0	-8	15*
O=C1NC(=S)N(c2ccccc2)C(=O)/C1=C/c1cc(Cl)ccc1O	-16	0.0	-5	-1.0
CCOC(=O)Cc1c(C)nc2c(C#N)c(C)nn2c1C	12	0.0	4	-1.0
O=C(NCc1ccc2c(c1)OCO2)c1ncoc1-c1cccs1	-12	-0.1	-13	-0.7
O=C(COc1ccccc1F)NNC(=O)CSc1ccc2ccccc2c1	4	0.0	5	0.2
CCCCC1(C)NC(=S)N(c2ccc(C)cc2)N1 (stereo not drawn)	-7	-0.5	-1	4.5
Cc1sc(NC(=O)CN(Cc2ccccc2)C(=O)c2cccnc2)c(C(N)=O)c1C	5	0.7	5	-0.1
CCOc1ccc(S(=O)(=O)NCc2cccs2)c2cccnc12	-2	-0.1	-2	0.1
COc1ccc(-c2csc(=Nc3ccccc3)n2-c2ccccc2)cc1	36	-0.1	21	0.0
C=CCNC(=O)COc1ccc(S(=O)(=O)NC(C)c2ccccc2)cc1Cl (stereo not drawn)	0	0.2	0	2.2
Next section
SMILES	MITF inh	FBW7 activator	TEAD-YAP block	GPR151 activ
COc1ccc(Cc2nc(-c3ccccc3)no2)cc1	-5	-0.2	-36	0.1
O=C(NCC(c1ccco1)N1CCN(c2ccccc2F)CC1)c1ccccc1 (stereo not drawn)	4	0.0	3	0.7
C/C(N)=C(/C#N)C(=O)CSc1cc(C)ccc1C	3	0.4	2	0.0
O=C1C2C3C=CC(C3)C2C(=O)N1CNc1ccccc1 (stereo not drawn)	-3	-0.1	-25	1.1
O=C(CSc1nc2ccsc2c(=O)n1Cc1ccccn1)c1ccccc1	8	-0.1	-25	-0.1
O=C(Cn1c(C(F)(F)F)nc2ccccc21)c1ccccc1	4	-0.1	8	0.3
Cc1ccc2nc(SCc3ccccc3)nc(=O)n2c1	-3	0.1	-67	1.5
CCN(CC)C(=O)C1CCN(Cc2cccc(OC)c2OC)CC1	46	0.0	-3	0.0
Cn1c(C(O)c2ccc(OCc3ccccc3)cc2)nc2ccccc21 (stereo not drawn)	4	0.0	5	-0.3
C[n+]1ccc(/C=C/c2ccc(O)cc2)cc1	-3	0.5	-3	0.7
COc1ccccc1N1CCN(Cc2c(C)n(C)n(-c3ccccc3)c2=O)CC1	4	0.1	8	0.7
COCCCNC(=O)/C(=C\c1ccco1)NC(=O)c1ccc(C)cc1	-2	0.0	11	2.9
CCOc1cc(/C=N/NC(=O)C(=O)Nc2cccc(C(F)(F)F)c2)ccc1O	7	-0.2	16	0.4
CC1CCCCN1C(=O)CSc1nnc(-c2ccccc2O)o1 (stereo not drawn)	-5	0.4	8	2.5
COc1ccc(-c2oc(/N=C/N3CCOCC3)c(C#N)c2-c2ccc(OC)cc2)cc1	8	0.4	-2	-1.0
O=C1CCC(CCNCc2cccc(F)c2)N1CCCc1ccncc1 (stereo not drawn)	7	0.1	6	-1.6
Cc1ncc(-c2ccc(F)cc2)c(C2CCCN(C(=O)C3COc4ccccc4O3)C2)n1 (stereo not drawn)	4	-0.2	-3	-0.7
COc1ccc(/C=N/n2cnnc2)cc1	-6	0.0	-6	-0.3
CN(C)[C@@H]1CCN(Cc2cccc3ccccc23)C[C@@H]1CCC(=O)N1CCC[C@H]1CO	1	0.2	12	0.3
Cc1nc(-c2c(-c3c(C)cc(O)cc3O)n[nH]c2C(F)(F)F)cs1	4	0.1	-5	1.8
COc1ccc(CCNC(=O)c2cc(-c3ccc(F)cc3)c[nH]2)cc1	-1	0.1	15	0.8
O=C(OCCOc1ccc(Br)cc1)c1cc(=O)c2ccccc2o1	19	0.6	-3	-2.4
Nc1cc(C(=O)O)ccc1Nc1ccccc1	13	0.2	-19	-6.7
CC(C)(C)c1cc(C(C)(C)C)[nH]n1	3	-0.2	2	0.9
Cc1ccc(C2CC(c3cccs3)=NN2C(=O)CSc2nnc(CNC(=O)COc3ccccc3)n2-c2ccccc2)cc1 (stereo not drawn)	2	-0.1	-2	-1.2
COc1ccc(C(=O)NCC(=O)OCc2ccc(C(=O)c3ccccc3)cc2)cc1	7	0.1	6	0.9
Cc1ccc(CN2C[C@H](Sc3ccccn3)C[C@H]2C(=O)N2CCOCC2)s1	4	0.3	-4	0.5
Oc1ccc(-c2nc3ccccn3c2NCc2ccc3c(c2)OCO3)cc1	-5	-0.1	0	0.4
c1ccc(-c2cc(NCc3ccncc3)nc(-c3ccccn3)n2)cc1	19	-0.5	37*	0.1
COc1ccccc1NC1=C(Cl)C(=O)N(c2ccccc2C)C1=O	-9	0.2	5	1.5
C#CC[N+](C)(C)CCN1C(=O)C2C(c3ccccc3)C=CC(c3ccccc3)C2C1=O (stereo not drawn)	-3	-0.3	9	-0.3

Entries listed so far that have a thiophene ring, fused or not (11):
SMILES	MITF inh	FBW7 activator	TEAD-YAP block	GPR151 activ
CC(C)CCNC(=O)CSc1nc2ccsc2c(=O)n1Cc1ccccc1Cl	20	1.0	-6	0.1
Nn1cnn2c(SCC(=O)c3cccs3)nnc12	-8	-0.3	-15	-0.7
Cc1ccsc1CN(C(=O)c1ccccc1Br)C1CCS(=O)(=O)C1 (stereo not drawn)	6	-0.1	-6	3.1
CCc1ccc(C2C(C#N)=C(N)N(c3ccc(Cl)cc3)C3=C2C(=O)CCC3)s1 (stereo not drawn)	-3	0.1	-4	0.5
O=C(CCCCn1c(=O)[nH]c2ccsc2c1=O)NC1CCCCCC1	-3	-0.1	1	-0.1
O=C(NCc1ccc2c(c1)OCO2)c1ncoc1-c1cccs1	-12	-0.1	-13	-0.7
Cc1sc(NC(=O)CN(Cc2ccccc2)C(=O)c2cccnc2)c(C(N)=O)c1C	5	0.7	5	-0.1
CCOc1ccc(S(=O)(=O)NCc2cccs2)c2cccnc12	-2	-0.1	-2	0.1
O=C(CSc1nc2ccsc2c(=O)n1Cc1ccccn1)c1ccccc1	8	-0.1	-25	-0.1
Cc1ccc(C2CC(c3cccs3)=NN2C(=O)CSc2nnc(CNC(=O)COc3ccccc3)n2-c2ccccc2)cc1 (stereo not drawn)	2	-0.1	-2	-1.2
Cc1ccc(CN2C[C@H](Sc3ccccn3)C[C@H]2C(=O)N2CCOCC2)s1	4	0.3	-4	0.5

Bioassay records as filed in PubChem.
